Assay outcomes (PubChem BioAssay)
CXCR6 block: CXCR6 receptor inhibitors, primary screen, cell-based, beta-arrestin, luminescence, CHO-K1 PathHunter, 1536-well; inhibition, % at 20 µM; 360,000 compounds, 0.36% hits; AID 602244, 2012; in the data active means inhibition above about 34%, passing the limit was not always enough;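 further: antagonist mode with CXCL16 agonist at 10 nM final; 0% = 10 nM CXCL16 with DMSO and 100% = unstimulated wells without agonist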
Mdm2 MdmX PPI: inhibitors of human Mdm2-MdmX association, primary screen, cell-based, luminescence, split luciferase, SaOS-2, uHTS; AID 485346, 2010; 330,000 compounds, 3% hits; inhibition, % at 8 µM; SaOS-2 split-luciferase Mdm2/MdmX complementation; Protein Mdm4 (Homo sapiens) + E3 ubiquitin-protein ligase Mdm2 (Homo sapiens), …;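 active means inhibition of at least 50% at 8 µM in the primary screen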
Target sequence (O15151 whole entry, looked up): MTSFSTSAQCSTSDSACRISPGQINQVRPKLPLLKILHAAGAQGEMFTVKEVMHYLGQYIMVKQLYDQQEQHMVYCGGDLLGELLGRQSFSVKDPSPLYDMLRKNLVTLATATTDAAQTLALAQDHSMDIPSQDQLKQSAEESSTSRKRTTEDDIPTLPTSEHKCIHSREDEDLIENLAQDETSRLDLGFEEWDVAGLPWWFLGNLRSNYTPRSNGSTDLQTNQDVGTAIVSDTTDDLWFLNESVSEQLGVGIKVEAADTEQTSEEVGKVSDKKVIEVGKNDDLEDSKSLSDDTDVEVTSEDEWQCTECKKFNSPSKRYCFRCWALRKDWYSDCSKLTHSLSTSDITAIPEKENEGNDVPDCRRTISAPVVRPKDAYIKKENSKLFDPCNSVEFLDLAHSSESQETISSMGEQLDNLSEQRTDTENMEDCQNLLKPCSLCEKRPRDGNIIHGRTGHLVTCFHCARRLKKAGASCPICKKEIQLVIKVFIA
Target sequence (Q00987 whole entry, looked up): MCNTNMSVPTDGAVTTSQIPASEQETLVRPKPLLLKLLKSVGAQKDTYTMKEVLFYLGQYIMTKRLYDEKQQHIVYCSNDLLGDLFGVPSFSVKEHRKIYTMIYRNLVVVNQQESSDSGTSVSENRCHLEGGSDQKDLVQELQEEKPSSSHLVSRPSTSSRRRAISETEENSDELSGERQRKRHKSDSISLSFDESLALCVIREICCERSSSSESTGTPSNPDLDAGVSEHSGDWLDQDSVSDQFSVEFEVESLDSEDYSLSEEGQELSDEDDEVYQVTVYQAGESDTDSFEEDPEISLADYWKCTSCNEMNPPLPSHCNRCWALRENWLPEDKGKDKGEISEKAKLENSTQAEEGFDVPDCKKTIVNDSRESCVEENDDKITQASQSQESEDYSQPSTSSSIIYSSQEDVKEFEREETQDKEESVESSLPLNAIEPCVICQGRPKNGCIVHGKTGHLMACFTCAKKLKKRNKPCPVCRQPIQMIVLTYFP
EBI2 block: EBI2 receptor antagonists, beta-arrestin recruitment, primary screen, cell-based, luminescence, 7a,25-OHC stimulation, uHTS; G-protein coupled receptor 183 (Homo sapiens), P32249; 7a,25-OHC stimulated; inhibition, % at 5 µM; 360,000 compounds, 0.81% hits; AID 651636, 2012; in the data active means inhibition above about 38%;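 further: enzyme fragment complementation signal reports receptor beta-arrestin coupling in cells; 0% = agonist plus DMSO wells and 100% = wells without agonist; some results beyond the cut were filed as inactive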
Gli-Sufu block: Gli-Sufu pathway antagonists, primary screen, luciferase luminescence, Sufu-KO-LIGHT cells, uHTS; Sufu-KO-LIGHT fibroblasts, Gli luciferase reporter luminescence; inhibition, % at 5 µM; 340,000 compounds, 0.74% hits; AID 588413, 2011;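 active means inhibition above about 55%, limit read from the data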;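 further: 0% = DMSO-treated cells and 100% = wells with medium but no cells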
697 NFkB inh: inhibitors of PMA/ionomycin-induced NF-kB reporter, 697 cells, primary screen, B-cell NF-kB inhibitor project, cell-based, luminescence, uHTS | 697 B-cell NF-kB luciferase reporter, 16 h | inhibition, % at 4 µM | 330,000 compounds, 0.33% hits | AID 435022, 2010; in the data active means inhibition above about 35%
CCR6 antagonist: CCR6 receptor antagonists, primary screen, cell-based, CHO-K1, luminescence, beta-arrestin, uHTS; inhibition, % at 20 µM; 340,000 compounds, 0.49% hits; CHO-K1 CCR6 PathHunter beta-arrestin, CCL20-stimulated;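 active means compounds whose inhibition of the agonist-driven luminescence signal at 20 µM reaches about 50%, limit read from the data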;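 further: cells stimulated with CCL20 at 14 nM final; plate controls were DMSO with CCL20 for no effect and DMSO without agonist for full effect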
UPR CHOP act: activators of apoptotic CHOP UPR arm, primary screen, cell-based, CHO-CHOP luciferase reporter, luminescence, uHTS; UPR activation; percent of tunicamycin response over DMSO baseline; activation, % at 10 µM; 330,000 compounds, 0.34% hits;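 active means at 10 µM dose, activation of 40% or more, normalized to positive control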;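 further: 100% = tunicamycin at 10 µg/mL and 0% = DMSO alone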
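System: CHO-CHOP luciferase reporter cell line | Buffer or medium: F12 medium containing 10% fetal bovine serum | Doses: One dose, 10 µM in 0.5% DMSO | Times: 6 h compound exposure at 37 °C after overnight seeding | Signal: Luciferase luminescence | Read-out: % activation vs tunicamycin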
XBP1 UPR activ: activators of adaptive XBP1 UPR arm, primary screen, cell-based, CHO-XBP1 luciferase reporter, luminescence, uHTS; 330,000 compounds, 0.33% hits; AID 463104, 2010; IRE1-XBP1 UPR activation; percent of tunicamycin response, DMSO as zero; activation, % at 20 µM;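 active means versus positive control, 20 µM dose yields 30% or more activation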;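 further: 100% = tunicamycin at 10 µg/mL and 0% = DMSO only wells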
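Material: CHO cell line with stable XBP1 luciferase reporter; buffer or medium: F12 medium containing 10% fetal bovine serum; compound: single point, 20 µM final compound, 1% DMSO; incubation: 6 h treatment, 37 °C; measured by: glow luminescence from Steady-Glo reagent; evaluation: activation, % of tunicamycin; control set: tunicamycin high, DMSO low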
Jurkat NFkB inh: inhibitors of induced NF-kB luciferase reporter, primary screen, TCR NF-kB activation inhibitor project, cell-based, luminescence, uHTS; AID 435003, 2010; inhibition, % at 4 µM; 330,000 compounds, 0.53% hits; Jurkat, PMA/ionomycin-induced NF-kB luciferase reporter; in the data active means inhibition above about 50%
Active calls of the source: *; · = no result given.

SMILES	CXCR6 block	Mdm2 MdmX PPI	EBI2 block	Gli-Sufu block	697 NFkB inh	CCR6 antagonist	UPR CHOP act	XBP1 UPR activ	Jurkat NFkB inh
COc1ccc(/C=N/n2c(N)nc(-c3ccccc3)c2-c2ccccc2)cc1	7	10	25	-12	-23	0	1.8	0	25
COc1ccccc1C(=O)Oc1cc(N)n(S(=O)(=O)c2ccc(C)cc2)n1	-4	32	-10	-2	6	-5	-1.8	3	-3
CC1CCN(CC(=O)Nc2ccccc2C(=O)NC2CC2)CC1	4	-3	-4	3	8	10	0.8	0	7
CSc1ccccc1NC(=S)NC1CCCCC1	0	19	-18	3	11	4	-1.0	-2	-8
CC(C(=O)N1CCc2ccccc21)N(C)CC(=O)Nc1cccc(F)c1 (stereo unspecified)	-11	10	2	19	3	11	0.5	-3	-6
CC(C)NC(=O)CN1C(=O)C(C)(C)Oc2ccc(C(=O)NC3CCCCC3)cc21	3	-9	4	-6	5	15	-1.8	-4	2
O=C(CSCc1ccc(F)cc1)Nc1ccccc1	2	-11	2	-1	-18	-13	-1.0	1	-21
COC(=O)c1cccc(N(C(=O)c2ccco2)C(C(=O)NC2CCCC2)c2ccc(N3CCOCC3)cc2)c1 (stereo unspecified)	2	-6	0	-3	9	16	0.7	-4	8
NS(=O)(=O)c1ccc(NC(=O)c2ccc(-c3ccccc3)cc2)cc1	15	·	-8	-1	·	33	·	·	·
O=C1C=C(c2ccc(OC(F)(F)F)cc2)C[C@@H](c2ccc(F)cc2)C1	3	16	52*	0	-6	12	0.1	0	37
O=C(CCc1nc2ccccc2[nH]c1=O)OCC(=O)N1CCc2ccccc21	2	20	2	-4	1	11	-3.2	0	9
O=C(COC(=O)c1ccc2c(c1)OCCO2)NCCC1=CCCCC1	10	14	1	·	3	8	1.3	-2	12
Cc1cccc(NC(=O)CNCC(=O)Nc2cccc(C)c2C)c1C	8	24	-6	1	-8	11	-0.5	-4	-3
CC(C)n1c(CNC(=O)c2ccccc2F)nnc1SCC(=O)NC1CCCCC1	0	·	-4	0	·	5	·	·	·
CC1(C)COC(c2cccc([N+](=O)[O-])c2)OC1	-2	·	1	5	·	-1	·	·	·
COCCN(C(=O)COC(=O)Cc1cccc2ccccc12)c1c(N)n(Cc2ccccc2)c(=O)[nH]c1=O	3	-12	-17	5	-21	14	1.0	-8	-19
Cc1nn(C)c(C)c1S(=O)(=O)N(CC(=O)NCCN1CCOCC1)c1ccc(C(C)C)cc1	2	1	0	9	10	5	0.7	-3	0
CCCCOc1ccc(C(O)(CCC)CCN2CCOCC2)cc1 (stereo unspecified)	-14	-15	-9	43	-26	13	-0.6	-2	-9
COCCN(C(=O)c1ccc(OCC(C)C)cc1)c1c(N)n(Cc2ccccc2)c(=O)[nH]c1=O	1	14	-2	-4	-22	3	0.7	-4	-3
Cc1cccc(NC(=O)CCSc2nnc(Cc3ccccc3)o2)c1	-2	8	12	2	-6	8	0.1	-2	4
COc1ccc2[nH]c(C(=O)O)c(CCN3C(=O)c4cccc([N+](=O)[O-])c4C3=O)c2c1	-7	9	-7	7	0	-13	0.4	1	1
Cc1ccc2nc(N(CCN(C)C)C(=O)C3=COCCO3)sc2c1	1	23	-1	-10	-117	-7	1.8	0	-40
FC(F)(F)c1cccc(-c2noc(CN3CCOCC3)n2)c1	-8	7	-1	21	-8	0	-0.5	2	-17
CNS(=O)(=O)c1cccc(C(=O)OCC(=O)c2ccc3[nH]c(=O)[nH]c3c2)c1	-1	-13	-6	-14	-6	-14	-1.0	-2	-8
Cc1ccc(C)c(N2CCN(C(=O)CCCn3c(=S)[nH]c4cc5c(cc4c3=O)OCO5)CC2)c1	10	3	1	2	-46	22	2.4	-1	5
Cc1c(Cl)c([N+](=O)[O-])nn1Cc1ccc(C(=O)NN)o1	-9	25	4	-1	15	-14	-1.1	-1	15
C=CCNC(=O)COC(=O)c1ccc(Cl)c(S(=O)(=O)N(Cc2ccccc2)c2ccccc2)c1	8	-10	11	-2	12	28	-0.9	1	-5
O=C(N[C@@H](Cc1ccccc1)C(=O)OCC(=O)N1CCOCC1)c1cccs1	-10	-14	-16	2	9	-2	0.7	0	-10
CCN(c1ccccc1)S(=O)(=O)c1ccc(C(=O)N(CCCN(C)C)c2nc3cc4c(cc3s2)OCO4)cc1	-1	65*	-12	35	-14	1	1.4	1	-1
Cc1ccc(NC(=O)C2CCN(S(=O)(=O)c3c(C)noc3/C=C/c3ccco3)CC2)nc1	4	8	14	4	-11	13	-1.1	-3	12

By substructure: the entries above with an aryl methoxy group (3)
SMILES	CXCR6 block	Mdm2 MdmX PPI	EBI2 block	Gli-Sufu block	697 NFkB inh	CCR6 antagonist	UPR CHOP act	XBP1 UPR activ	Jurkat NFkB inh
COc1ccc(/C=N/n2c(N)nc(-c3ccccc3)c2-c2ccccc2)cc1	7	10	25	-12	-23	0	1.8	0	25
COc1ccccc1C(=O)Oc1cc(N)n(S(=O)(=O)c2ccc(C)cc2)n1	-4	32	-10	-2	6	-5	-1.8	3	-3
COc1ccc2[nH]c(C(=O)O)c(CCN3C(=O)c4cccc([N+](=O)[O-])c4C3=O)c2c1	-7	9	-7	7	0	-13	0.4	1	1

(next part)
SMILES	CXCR6 block	Mdm2 MdmX PPI	EBI2 block	Gli-Sufu block	697 NFkB inh	CCR6 antagonist	UPR CHOP act	XBP1 UPR activ	Jurkat NFkB inh
CN(CC(=O)Nc1cccc(F)c1)C(=O)CN1C(=O)C2CCCCC2C1=O (stereo unspecified)	-13	-11	-7	-10	11	4	3.3	0	6
O=C1C(Cl)=C(NCCCN2CCOCC2)C(=O)c2ccccc21	-5	·	-27	3	·	-5	·	·	·
CN1C(=O)[C@@H]2C[C@@]3([C@@]45C[C@H]6C(=O)N(C)[C@@H](Cc7ccccc7)C(=O)N6[C@@H]4Nc4ccccc45)c4ccccc4N[C@H]3N2C(=O)[C@@H]1Cc1ccccc1	-11	6	4	9	5	-1	0.4	0	3
Cc1oc2nc(SCCCC(=O)NCCCO)nc(N)c2c1C	5	11	-11	-20	-1	-2	3.2	-1	13
CCOC(=O)C1=NN(C(C)=O)C2(CC(=O)N(c3ccc(C)c(C)c3)C2=O)C1 (stereo unspecified)	-4	5	2	3	0	4	2.1	1	-3
COc1ccc(N(CC(=O)NCc2ccc(F)cc2)S(=O)(=O)c2c(C)noc2C)cc1	4	0	3	-11	1	6	1.7	-3	-8
CC(NC(=O)CC1Sc2ccccc2NC1=O)c1ccccc1 (stereo unspecified)	11	4	-6	12	6	16	0.5	-3	5
CC1CCCN(C(=S)NC2CCCC2)C1 (stereo unspecified)	2	-16	0	-1	-22	-6	0.6	-1	13
CN(C)Cc1c(O)ccc2occ(C(=O)c3ccc(F)cc3)c12	-3	26	-5	25	-11	5	0.5	0	6
Cc1ccc(C2CCN(C(=O)Nc3ccccc3)C2)cc1 (stereo unspecified)	0	-69	60*	1	-64	3	1.5	-5	-56
O=C(Nc1cc(C(F)(F)F)ccc1Cl)c1cccnc1	-6	18	-5	-8	6	-5	1.1	-3	8
CCCn1c(SCC(=O)N2c3ccc(F)cc3CCC2C)nnc1-c1ccccn1 (stereo unspecified)	4	9	-13	4	3	-1	2.1	0	2
COc1ccc(C(CNC(=S)NCc2ccccc2)N2CCCC2)cc1 (stereo unspecified)	-2	-4	1	22	-2	14	-0.6	-2	13
Cc1onc(-c2ccccc2Cl)c1C(=O)N1CC(C)CC(C)C1 (stereo unspecified)	2	0	10	31	-2	11	2.7	8	-25
COc1ccc(O)c(-c2cc(C(F)(F)C(F)F)nc(-c3ccccc3)n2)c1	-3	20	30	-69	6	21	-2.4	3	-3

Entries shown so far containing a Cl atom, in the order listed:
SMILES	CXCR6 block	Mdm2 MdmX PPI	EBI2 block	Gli-Sufu block	697 NFkB inh	CCR6 antagonist	UPR CHOP act	XBP1 UPR activ	Jurkat NFkB inh
Cc1c(Cl)c([N+](=O)[O-])nn1Cc1ccc(C(=O)NN)o1	-9	25	4	-1	15	-14	-1.1	-1	15
C=CCNC(=O)COC(=O)c1ccc(Cl)c(S(=O)(=O)N(Cc2ccccc2)c2ccccc2)c1	8	-10	11	-2	12	28	-0.9	1	-5
O=C1C(Cl)=C(NCCCN2CCOCC2)C(=O)c2ccccc21	-5	·	-27	3	·	-5	·	·	·
O=C(Nc1cc(C(F)(F)F)ccc1Cl)c1cccnc1	-6	18	-5	-8	6	-5	1.1	-3	8
Cc1onc(-c2ccccc2Cl)c1C(=O)N1CC(C)CC(C)C1 (stereo unspecified)	2	0	10	31	-2	11	2.7	8	-25

(further entries)
SMILES	CXCR6 block	Mdm2 MdmX PPI	EBI2 block	Gli-Sufu block	697 NFkB inh	CCR6 antagonist	UPR CHOP act	XBP1 UPR activ	Jurkat NFkB inh
CC(C)(C)OC(=O)C[C@@H]1C/C=C\C[C@H](CC(=O)NCCO)C(=O)N2CCC[C@H]2COC1=O	0	-20	-11	-11	6	-3	1.1	6	-4
COCCCN(CC(=O)Nc1ccc(N2CCOCC2)cc1)S(=O)(=O)c1ccc(Cl)cc1	2	-20	-8	-8	-2	-7	0.6	-4	4
Clc1cccc(Cl)c1COc1ccccn1	-8	7	-5	2	9	1	0.2	2	-2
O=C(NC1CCCCC1)NC1CCN(S(=O)(=O)Cc2ccccc2)CC1	-1	1	-6	-9	-25	0	-2.4	-2	-9
CCc1ccccc1-n1c(SCC(=O)Nc2ccc3c(c2)OCCO3)nc2[nH]ncc2c1=O	25	43	-10	25	-8	-9	-4.1	-5	20
Oc1ccc(Nc2ccc3ccccc3c2)cc1	-11	·	-27	-8	·	-6	·	·	·
O=C(c1ccc2c(c1)OCO2)C1CCCN(Cc2ccc3cccc(F)c3n2)C1 (stereo unspecified)	-10	7	-4	11	-13	15	0.0	-1	4
CCOc1nc(C)ccc1-c1noc(CC)n1	0	1	-13	6	1	4	-1.9	3	4
O=C(CN1CCN(C(=O)CN2C(=O)NC3(CCCC3)C2=O)CC1)Nc1cccc(F)c1	-10	-21	0	-2	10	-1	-0.6	0	-10
CCOC(=O)COc1ccc2c(=O)c(-c3ccc(OC)c(OC)c3)c(C(=O)OCC)oc2c1	13	1	0	2	19	6	0.1	-3	-7
COc1ccccc1CCNC(=O)C(=O)NCC1OCCN1S(=O)(=O)c1ccc(C)cc1 (stereo unspecified)	-5	7	2	8	5	5	-2.2	1	-8
COc1ccc(Br)cc1CNC(=O)Cc1cccs1	-2	22	-11	-20	7	16	2.3	-5	21
CC(=O)c1c(C(C)=O)c(C)n(-c2cccc([N+](=O)[O-])c2)c1C	7	4	-7	-2	36*	15	2.4	2	24
COc1cc(C#CC#CCN2CCCCC2)ccc1O	0	19	5	6	-61	1	-1.1	6	-9
Cc1ccc(C(C(=O)NC2CCCC2)N(Cc2ccc3c(c2)OCO3)C(=O)Cc2cccs2)cc1 (stereo unspecified)	8	1	8	-7	0	-14	-1.7	-6	3
CC(C)(C)C(=O)NC(=S)NNC(=O)C(c1ccccc1)c1ccccc1	72*	42	-1	3	-6	79*	12	43*	2
O=C1CC[C@@H](O)CCN1CC[C@H](Sc1ccccc1)c1ccccc1	-7	-20	-12	-11	-1	-6	1.7	2	3
